PhoP GFP inhibition – PhoP regulon inhibitors, Salmonella typhi PhoP promoter GFP reporter, confirmatory (AID 1850); Salmonella Typhi PhoP-promoter GFP reporter, fluorescence, 4 h; higher % means a stronger effect; inhibition, % at 50 µM; hits with a dose series show IC50 in µM; 310,000 tested, 0.33% active; in the data active means a potency from the dose series; inconclusive means inhibition mostly from about 25% at the one dose, without a potency; inactive means the rest, 99 in 100 with inhibition below about 19%;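 further: 0% = induced wells with vehicle and 100% = uninduced wells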
influenza NS1A – NS1A inhibition, H1N1 influenza, cell based functional assay (AID 504329) | one-dose inhibition, % at 12.5 µM; IC50 in µM for titrated hits | NS1A functional cell-based assay, percent inhibition; higher % means a stronger effect | 340,000 tested, 0.3% active; in the data active means a potency from the dose series; inconclusive means inhibition above about 27% without an active follow-up result; further: strong numbers were not always called active
inhibitors of VEEV – inhibitors of VEEV TC-83 cytopathic effect, confirmation, Vero cells (AID 588727); Vero cells, VEEV TC-83 cytopathic effect inhibition; higher % means a stronger effect; inhibition, % at 20 µM, or IC50 in µM where a hit was titrated; 350,000 tested, 0.13% active; in the data active means a potency from the dose series; inconclusive means inhibition mostly from about 14% at the one dose, without a potency; inactive means the rest, 99 in 100 with inhibition below about 12%; further: strong numbers were not always called active
H37Rv inhibition – M. tuberculosis growth inhibition, HTS (AID 449762); inhibition, % at 25 µM; hits with a dose series show IC50 in µM; 330,000 tested, 0.59% active; M. tuberculosis H37Rv growth inhibition, 7H9 media; higher % means a stronger effect; in the data active means a potency from the dose series; inconclusive means inhibition above about 70% without an active follow-up result;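 further: bacterial growth assessed after seven days of incubation; strong numbers were not always called active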
M. tuberculosis – growth inhibition of non-replicating M. tuberculosis (AID 488890) | Mycobacterium tuberculosis non-replicating, growth inhibition; higher % means a stronger effect | inhibition, % at 25 µM; hits with a dose series show IC50 in µM | 320,000 tested, 0.39% active; in the data active means a potency from the dose series; inconclusive means inhibition mostly from about 82% at the one dose, without a potency; inactive means the rest, 99 in 100 with inhibition below about 76%;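 further: plate controls were DMSO cells for no effect and high antibiotic wells for full effect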
The depositor's hits bear a star; i = inactive; ? = inconclusive; . = not tested or not shown; & = joins results of further samples. Hits appear at their usual frequency; 1.5% or so of the library scored in one or more.

SMILES | PhoP GFP inhibition | influenza NS1A | inhibitors of VEEV | H37Rv inhibition | M. tuberculosis
CC(=O)OC1CC(C)N(C(=O)c2ccccc2)c2ccc(C)cc21 (stereo unspecified) | 6% | -12% | i | -5% | 4%
CCOc1cccc(CN2CCCC(CCC(=O)NCc3ccccc3F)C2)c1O (stereo unspecified) | 7% | -2% | 0.3% | 1% | 13%
Cc1ccc2c(c1)S/C(=C/c1ccc[n+](C)c1)N2CCO | -21% | 1% | i | -1% | 8%
O=C(O)c1cccc2c(/C=N/Nc3ccccn3)c[nH]c12 | 6% | -11% | i | 1% | 1%
O=C(Nc1nc2c(s1)CCCC2)c1cc(-c2ccc3c(c2)OCO3)nc2ccccc12 | -1% | . | . | 66µM* | 4%
CCOC(=O)C1=C(C)NC(=O)NC1C (stereo unspecified) | 3% | -3% | 0.6% | -5% | -16%
CCN(CC)CCC(=O)NN | -11% | -2% | 0.3% | -1% | 0%
Cc1c(Cc2ccccc2)c(=O)oc2cc(OCC(=O)NCC3CCC(C(=O)O)CC3)ccc12 (stereo unspecified) | 14% | -6% | 0.4% | -1% | 14%
COc1ccc(NS(=O)(=O)c2cc(NC(=O)c3ccc(C)o3)ccc2N2CCCCC2)cc1 | -5% | 7% | 0.0% | 36% | 53%
Cc1cccc(OCC(=O)NC(=S)N2CCCc3ccccc32)c1 | 16% | -5% | i | 3% | -9%
c1ccc(N2CCOCC2)c(Nc2nc3ccccc3n3cnnc23)c1 | 3% | 31% | 6.8% | -6% | .
Clc1cc2c(cc1/C=N/Nc1nc(N3CCOCC3)nc(N3CCOCC3)n1)OCO2 | 5% | -3% | 4.6% | 6% | 18%
CCOc1ccc(CCNC(=O)COC(=O)c2oc3ccccc3c2COC)cc1OCC | . | -8% | 3.0% | 5% | -15%
O=C(Nc1cccc(-c2cn3c(n2)SCC3)c1)c1ccc2c(c1)OCO2 | 11% | -3% | 8.2% | 0% | 14%
O=C(CSc1nnc(NC(=O)c2cccc(F)c2)s1)NCc1ccco1 | -3% | 1% | 2.6% | -21% | 16%
C/C(=N/NC(=O)c1ccc(Br)s1)c1ccncc1 | -10% | 15% | 4.0% | -1% | 22%
Cc1ccc(S(=O)(=O)NC2(C(=O)O)CCCCC2)cc1 | -13% | -2% | i | -7% | -9%
COc1ccc(C2=NN(C(=O)c3ccccc3C(=O)O)C(c3ccccc3O)C2)cc1 (stereo unspecified) | -5% | 8% | 0.5% | 3% | 17%
O=C1Cc2ccccc2C(=O)N1c1ccccc1 | 10% | 8% | 0.9% | -1% | 10%
O=C(NC(CO)(CO)CO)c1coc(=O)c(Br)c1 | 1% | -13% | i | 1% | 15%
O=C(C1=C(O)C(=O)N(CC2CCCO2)C1c1ccc(Cl)cc1)c1ccco1 (stereo unspecified) | -2% | -2% | 2.1% | 9% | 20%
N/C(=N\OC(=O)c1ccco1)c1ccc(Br)cc1 | -4% | 0% | 4.4% | 3% | 33%
CCc1nc2ccc(C(=O)N(CC)CC(=O)Nc3c(F)cccc3F)cc2nc1CC | . | -3% | 7.7% | -4% | 10%
COc1cc(CNn2c(C)n[nH]c2=S)cc(Cl)c1OCc1ccccc1 | -10% | -10% | 5.0% | -8% | 0%
O=C(CC(=O)NCc1ccccc1)NCc1ccccc1 | 24% | -2% | 0.5% | 2% | 5%

3 compounds from above, ordered by number of heavy atoms, descending:
SMILES | PhoP GFP inhibition | influenza NS1A | inhibitors of VEEV | H37Rv inhibition | M. tuberculosis
O=C(Nc1nc2c(s1)CCCC2)c1cc(-c2ccc3c(c2)OCO3)nc2ccccc12 | -1% | . | . | 66µM* | 4%
CC(=O)OC1CC(C)N(C(=O)c2ccccc2)c2ccc(C)cc21 (stereo unspecified) | 6% | -12% | i | -5% | 4%
Cc1ccc(S(=O)(=O)NC2(C(=O)O)CCCCC2)cc1 | -13% | -2% | i | -7% | -9%

Later entries.
SMILES | PhoP GFP inhibition | influenza NS1A | inhibitors of VEEV | H37Rv inhibition | M. tuberculosis
CNC(=S)N1CCC(NC(=O)C(Cc2ccccc2)NC(C)=O)CC1 (stereo unspecified) | 4% | 2% | 1.9% | 0% | 1%
O=C(COC(=O)C1CC(=O)N(Cc2ccco2)C1)Nc1nc(-c2ccc(F)cc2)cs1 (stereo unspecified) | . | -1% | 4.0% | 7% | 11%
CCOc1ccccc1OCC(=O)Nc1ccc(S(=O)(=O)Nc2ncccn2)cc1 | 16% | 2% | 1.4% | 2% | 12%
Cc1cccc(-c2cc(C(=O)Nc3ccncc3)c3ccccc3n2)c1 | . | -12% | 8.8% | . | .
O=C(O)C1CCC(=O)N(C2CC2)C1c1ccccc1 (stereo unspecified) | 0% | -1% | 1.0% | 4% | -11%
CCOc1cc(/C=N/O)cc(Br)c1OCC | 1% | 9% | 5.5% | 2% | 4%
O=C(Oc1cccc(C(=S)N2CCOCC2)c1)c1cccc([N+](=O)[O-])c1 | 4% | 2% | i | 2% | 24%
CC(C)(C)NC(=O)/C(=C\c1ccccc1F)NC(=O)c1ccc([N+](=O)[O-])cc1 | 1% | 2% | i | 1% | -1%
CCCCCOC(=O)C1=C(C)NC(=O)NC1c1ccc2c(c1)OCO2 (stereo unspecified) | -7% | -2% | 0.6% | -13% | 15%
O=S(=O)(c1ccc(F)cc1)N1CCN(CC(O)COCc2cccs2)CC1 (stereo unspecified) | -10% | 8% | 0.6% | . | 3%
CC(C)c1ccc(-c2c(C#N)c(N)nc3c2CCCCC3)cc1 | -6% | 7% | 3.2% | 1% | 17%
Cc1cc(-c2cn3ccccc3n2)c(C)n1-c1ccccc1 | -12% | 6% | 2.9% | ? | 74%
O=c1c2ccccc2ncn1-c1ccc(Cl)cc1 | 7%&13% | 3% | 1.8% | 3%&0% | 3%&0%
Cc1ccc(-c2nc(N)n(C(=O)c3ccco3)n2)cc1 | 8% | -9% | 0.1% | 8% | 1%
Cc1cccc(NC(=O)NCc2ccc3c(c2)OCO3)c1C | -7% | -8% | 0.8% | 1% | -2%
O=C(CCn1c(=O)oc2ccc(Cl)cc21)NCCCN1CCOCC1 | -5% | 9% | 1.0% | 3% | -13%
COc1ccc(C(=O)NNC(=O)CSc2ccccc2)cc1 | -7% | -4% | 0.8% | 3% | 23%
Cc1cc(Br)cc2c(C(=O)NCC3CCCO3)cc(-c3cccs3)nc12 (stereo unspecified) | 0% | -3% | 8.1% | -11% | 7%
Cc1ccc(NC(=S)NC(=O)c2ccccc2)cc1NC(=S)NC(=O)c1ccccc1 | 11% | -3% | 1.4% | 15% | 28%
COc1ccc(OCC(=O)Nc2nnc(-c3ccco3)s2)cc1 | -9% | 3% | 0.5% | -4% | 33%
Cc1ccc(NC(=O)CSc2nc(CSc3ccc(C)cc3)cc(=O)[nH]2)cc1 | -18% | -5% | 7.9% | 10% | 25%
O=C(N/N=C/c1cccnc1)C12CC3CC(CC(C3)C1)C2 | 3% | -2% | 2.2% | -5% | 10%
NC(=O)NC(CC(=O)NCc1ccc2c(c1)OCO2)c1ccccc1Cl (stereo unspecified) | -12% | 5% | 0.6% | 8% | -6%
O=C(O)c1c(NC(=O)c2cccc3ccccc23)sc2c1CCC2 | 6% | 0% | 5.0% | 16% | 45%
COc1ccc(CN(CCC(c2ccccc2)c2ccc(OC(C)C)cc2)C(=O)CCl)cc1OC (stereo unspecified) | -4% | -3% | i | 6.5µM* | 79%

Other compounds:
SMILES | PhoP GFP inhibition | influenza NS1A | inhibitors of VEEV | H37Rv inhibition | M. tuberculosis
COc1cccc(CNC(=O)CN(c2ccc(C(C)C)cc2)S(=O)(=O)c2c(C)noc2C)c1 | -21% | 15% | 3.5% | -1% | 6%
O=CNc1c(Cl)cc2c(c1Cl)Cc1cc([N+](=O)[O-])ccc1-2 | . | -13% | 12% | . | .
O=C(O)COCC(=O)N1CCc2c([nH]c3ccccc23)C1C(F)(F)F (stereo unspecified) | 0% | -28% | 0.7% | -2% | -4%
Cc1cccc(NS(=O)(=O)c2cc(C(=O)N3CCCCCC3)ccc2C)c1 | 4% | 10% | 5.1% | -12% | 3%
COc1ccc(N2CCN(Cc3nc4c(c(=O)[nH]c(=O)n4C)n3CC(C)=O)CC2)cc1 | . | -3% | 0.4% | -17% | -9%
O=C(NCC(=O)N(c1ccc(F)cc1)C(C(=O)NCC1CCCO1)c1ccccc1)c1ccco1 (stereo unspecified) | -7% | -5% | 5.2% | -11% | -12%
CNc1c(NS(=O)(=O)c2ccc(Cl)s2)c(=O)oc2ccccc12 | 2% | -2% | 0.1% | -2% | -5%
O=C(CN1CCN(Cc2ccccc2Cl)C1=O)NC1CCCCCCC1 | 8% | -7% | 0.9% | -3% | 14%
O=C(/C=C/c1ccccc1)NCc1ccc2c(c1)OCO2 | 6% | -2% | i | -4% | 7%
NC(=O)C1CCN(C(=O)c2cc3n(n2)C(C(F)(F)F)CC(c2ccco2)N3)CC1 (stereo unspecified) | -2% | 4% | 1.1% | -12% | -11%
NS(=O)(=O)c1cc(C(=O)N=Nc2c(O)[nH]c3ccccc23)ccc1Cl | 13% | -8% | 5.2% | 9% | 11%
Cc1ccc2c(CSc3nc4nc(C)cc(C)n4n3)cc(=O)oc2c1 | -6% | -19% | 5.2% | -3% | 7%
Cc1nc2ccccc2n1CCOc1ccccc1 | 0% | -6% | i | -4% | 20%
CCOc1ccccc1N(C)C(=O)c1cn(CC)c(=O)c2cc(OC)c(OC)cc12 | . | 0% | i | . | .
CCc1ccc(NS(=O)(=O)c2cc3[nH]c(=O)c(=O)[nH]c3cc2C)cc1 | -56% | 2% | 0.9% | 8% | 3%
Cn1nc(C(=O)Nc2ccc(S(=O)(=O)N3CCCCC3)cc2)ccc1=O | 1% | 4% | 0.8% | 1% | 2%
CC(C)C(c1nnnn1Cc1cccs1)N1CCN(c2ccccc2)CC1 (stereo unspecified) | -10% | 13% | i | -4% | -12%
Cc1ccc(S(=O)(=O)N2CCCc3ccccc32)cc1C | 6% | 2% | i | 3% | 39%
Cc1nc(CN2CCC(c3ccccc3)CC2)cc(=O)[nH]1 | 11% | . | 0.1% | -3% | -15%
CSc1nccc(Oc2cncc(Cl)c2)n1 | -1% | -4% | 0.8% | -1% | 12%
CCN(CC(=O)NCc1ccc(F)cc1)CC(O)COCc1cccc(OC)c1 (stereo unspecified) | -5% | 10% | 0.2% | -10% | 10%
Cc1ccc(/C(O)=C/C(=O)C(=O)NNC(=O)C(O)(c2ccccc2)c2ccccc2)cc1 | 0% | -2% | i | -9% | -1%
CC(Oc1cccc(Cl)c1)C(=O)Nc1ccc(N2CCOCC2)cc1N1CCOCC1 (stereo unspecified) | 2% | 4% | 4.5% | 7% | 6%

Filtered by structure, those above with an aryl methoxy group
SMILES | PhoP GFP inhibition | influenza NS1A | inhibitors of VEEV | H37Rv inhibition | M. tuberculosis
COc1ccc(NS(=O)(=O)c2cc(NC(=O)c3ccc(C)o3)ccc2N2CCCCC2)cc1 | -5% | 7% | 0.0% | 36% | 53%
COc1ccc(C2=NN(C(=O)c3ccccc3C(=O)O)C(c3ccccc3O)C2)cc1 (stereo unspecified) | -5% | 8% | 0.5% | 3% | 17%
COc1cc(CNn2c(C)n[nH]c2=S)cc(Cl)c1OCc1ccccc1 | -10% | -10% | 5.0% | -8% | 0%
COc1ccc(C(=O)NNC(=O)CSc2ccccc2)cc1 | -7% | -4% | 0.8% | 3% | 23%
COc1ccc(OCC(=O)Nc2nnc(-c3ccco3)s2)cc1 | -9% | 3% | 0.5% | -4% | 33%
COc1ccc(CN(CCC(c2ccccc2)c2ccc(OC(C)C)cc2)C(=O)CCl)cc1OC (stereo unspecified) | -4% | -3% | i | 6.5µM* | 79%
COc1cccc(CNC(=O)CN(c2ccc(C(C)C)cc2)S(=O)(=O)c2c(C)noc2C)c1 | -21% | 15% | 3.5% | -1% | 6%
COc1ccc(N2CCN(Cc3nc4c(c(=O)[nH]c(=O)n4C)n3CC(C)=O)CC2)cc1 | . | -3% | 0.4% | -17% | -9%
CCOc1ccccc1N(C)C(=O)c1cn(CC)c(=O)c2cc(OC)c(OC)cc12 | . | 0% | i | . | .
CCN(CC(=O)NCc1ccc(F)cc1)CC(O)COCc1cccc(OC)c1 (stereo unspecified) | -5% | 10% | 0.2% | -10% | 10%
